Assay outcomes from PubChem.
AI-2 QS mod: modulators of Vibrio harveyi AI-2 quorum sensing system; Vibrio harveyi JMH597 AI-2 luminescence/OD600 ratio, 9 h; hits give low values; strain lacks LuxN and CqsS sensors; 0 = neutral-control median; activity change, % at 7.5 µM; 300,000 tested, 0.4% active; AID 2094; in the data active means activity change below about -75%, passing the limit was not always enough; inconclusive means no clear call, values can overlap the other calls;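 further: luminescence divided by OD600 gain over 9 h not by final OD600 alone; inactives centre near 13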
GSK3B inh: inhibitors of human GSK3beta kinase; P49841; GST-GSK3beta kinase, ADP-Glo luminescence, 60 min; hits give low values; activity score (negative = inhibition), % at 10 µM; 300,000 tested, 0.038% active; AID 2097;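 active means more than half of replicate wells score below -50%, meaning over 50% inhibition versus plate controls; inconclusive means some replicates but at most half score below -50%; inactive means no replicate scores below -50%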;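 further: 0% = median DMSO wells and -100% = median GW8510 positive control wells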
Target sequence (P49841 whole entry, looked up): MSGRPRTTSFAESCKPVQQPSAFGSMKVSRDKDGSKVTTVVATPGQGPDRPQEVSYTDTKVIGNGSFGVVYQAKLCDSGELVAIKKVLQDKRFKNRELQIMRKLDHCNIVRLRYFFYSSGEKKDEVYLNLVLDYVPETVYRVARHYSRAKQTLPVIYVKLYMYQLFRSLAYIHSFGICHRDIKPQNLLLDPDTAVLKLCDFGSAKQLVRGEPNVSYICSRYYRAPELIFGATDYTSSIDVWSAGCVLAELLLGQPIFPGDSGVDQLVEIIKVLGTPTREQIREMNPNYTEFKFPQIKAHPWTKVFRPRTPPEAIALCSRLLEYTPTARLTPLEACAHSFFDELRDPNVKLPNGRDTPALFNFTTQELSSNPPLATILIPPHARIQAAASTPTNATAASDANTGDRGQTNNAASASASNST
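Test system: GST-tagged human GSK3beta kinase, cell-free; evaluation: activity score scaled between in-plate DMSO and GW8510 controls; measured by: ADP-Glo luminescence; incubation: 60 min reaction, RT; benchmarks: DMSO and 20 µM GW8510; reagent: peptide substrate plus 25 µM ATP (final); medium: Tris/MgCl2 kinase buffer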
HSP90 inh: inhibitors of HSP90 luciferase refolding in rabbit reticulocyte lysate; luciferase refolding luminescence, 3 h; inhibition, % at 5.6 µM; 290,000 tested, 0.91% active; AID 1789;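 active means inhibition above the screen-wide mean plus 3 SD, computed separately per campaign, cut at about 16% in these data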;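 further: 0% = DMSO wells and 100% = 60 µM geldanamycin wells; inhibitors lower the luminescence because luciferase stays unfolded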
PolyA inhibitor: inhibitors of polyadenylation in S. cerevisiae. S. cerevisiae SKY197-pL101 polyadenylation reporter, beta-gal luminescence; efflux-impaired pdr1/pdr3 knockout yeast; score 100 = 6 SD above DMSO. calls only at 12 µM. 300,000 tested, 0.02% active. AID 1875;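 active means lowest replicate activity score at least 50, where 100 means six control SD above control mean; inconclusive means lowest score under 50 but half or more replicates reach 50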;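 further: yeast exposed to compound for 9 h at 30 °C; higher score means more reporter readthrough which indicates perturbed polyadenylation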
HSF1 activator: increases HSF-1 driven luciferase reporter signal | NIH3T3-HGL HSF-1 luciferase reporter, MG132, 8 h; 100% = twice DMSO control signal | 300,000 tested, 1.7% active | activation, % at 9 µM | AID 504408;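 active means mean replicate activation of at least 50% with a set share of replicates each reaching 50%; inconclusive means only one of those two conditions met; inactive means mean below 50% and too few replicates reaching it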;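 further: 0% = median of the neutral control wells and 100% = twice that signal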
HSF1 inh: HSF1 inhibition | NIH3T3-HGL HSE-luciferase, MG132-induced, luminescence 8 h; hits give low values | activity change, negative = inhibition, % at 7.5 µM (by protocol) | 300,000 tested, 0.77% active;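 active means more than half of replicate wells show activity change below -50%, luminescence cut by over half; inconclusive means some wells, but at most half, below -50%; inactive means no replicate well below -50%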;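 further: luciferase reports HSF-1 transcriptional activity via heat shock element; 0% = median of DMSO wells and -100% = zero luminescence signal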
GSK3 alpha inh: blocks human GSK-3 alpha kinase. ADP-Glo luminescence, 60 min. inhibition, % at 10 µM. 320,000 tested, 0.1% active. AID 2650;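 in the data active means inhibition above about 50%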;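 further: GST-tagged GSK-3 alpha with peptide substrate and 25 µM ATP; 0% = DMSO neutral wells and 100% = GW8510 positive control wells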
Dyrk1A ADPGlo: Dyrk1A (rat) kinase inhibition; Q63470; ADP-Glo luminescence, NFATc1 peptide; inhibition, % at 12.5 µM; 310,000 tested, 0.43% active; AID 504441; in the data active means inhibition above about 50%;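 further: plate controls were vehicle with enzyme for no effect and no enzyme for full effect; many of its hits are not listed in these tables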
Platelet DG rel: platelet dense granule release activity. inhibition, %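 (compounds screened at 7.5 µM in platelet-rich plasma)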. AID 1663. human platelet-rich plasma, SFLLRN dense granule ATP release, luminescence. 300,000 tested, 0.22% active;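 active means mean replicate score, as percent of positive control, at or above 50; inconclusive means mean below 50 but at least one replicate at or above 50; inactive means mean and every replicate below 50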
HDAC3 inhib: human HDAC3 inhibition; O15379; recombinant HDAC3, fluorogenic peptide/trypsin coupled, fluorescence; inhibition, % at 8.3 µM; 320,000 tested, 0.15% active; AID 2718; in the data active means inhibition above about 26%, passing the limit was not always enough; inconclusive means no clear call, values can overlap the other calls
Target sequence (O15379 whole entry, looked up): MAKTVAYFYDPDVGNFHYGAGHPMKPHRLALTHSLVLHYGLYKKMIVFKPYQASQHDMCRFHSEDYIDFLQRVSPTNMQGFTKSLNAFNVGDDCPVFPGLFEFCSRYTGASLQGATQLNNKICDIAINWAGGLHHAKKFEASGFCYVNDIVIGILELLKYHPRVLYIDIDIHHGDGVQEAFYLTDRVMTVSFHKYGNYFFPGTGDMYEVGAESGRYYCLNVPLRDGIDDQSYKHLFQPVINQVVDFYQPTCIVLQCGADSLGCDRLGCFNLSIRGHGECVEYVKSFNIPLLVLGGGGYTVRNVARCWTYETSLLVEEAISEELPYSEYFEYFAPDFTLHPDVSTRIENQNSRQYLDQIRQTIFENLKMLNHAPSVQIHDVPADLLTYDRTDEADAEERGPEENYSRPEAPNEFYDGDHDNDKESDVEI
* = called active by the depositor; i = inactive; ? = inconclusive; · = not tested or not shown.

SMILES	AI-2 QS mod	GSK3B inh	HSP90 inh	PolyA inhibitor	HSF1 activator	HSF1 inh	GSK3 alpha inh	Dyrk1A ADPGlo	Platelet DG rel	HDAC3 inhib
Nc1cc2nc3ccccc3nc2cc1N	41.2	-5.2	0.4	i	0.5	2.0	0.9	-1.6	-2.5	-10.2
N=c1c[n+](C2CCCCC2)[n-]o1	35.2	-2.7	-1.2	·	-8.6	-2.7	0.5	2.4	0.3	-1.8
COc1ccc(-c2nn(CCC#N)cc2C(=O)Nc2ccc(C(C)=O)cc2)cc1[N+](=O)[O-]	2.9	0.7	6.9	i	-18.6	-7.0	·	11.3	9.4	-1.0
CC(C)(C)n1cc(C(=O)c2ccccc2OCCCF)cn1	21.6	0.0	-4.0	i	-0.8	0.9	-1.1	-1.7	6.2	-1.5
COc1cccc(N=Cc2c(O)n(Cc3ccco3)c(=O)[nH]c2=O)c1	-8.1	3.2	0.5	i	32.7	8.4	1.6	-4.6	-0.6	2.0
COc1ccc(NC(=S)NC(NC(=O)CF)C(Cl)(Cl)Cl)cc1[N+](=O)[O-] (stereo not given)	28.4	4.2	0.0	i	-4.9	-2.3	0.3	18.3	-0.5	1.9
CCC(=Nc1ccccc1NC(C)=O)c1c(O)n(C)c(=O)n(C)c1=O	14.6	5.1	1.9	i	1.6	5.2	-29.5	-1.3	8.8	2.7
CN1CCc2cc3c(c4c2C1Cc1ccccc1-4)OCO3 (stereo not given)	8.3	-17.6	15.5	i	19.4	-0.1	4.7	67.5*	8.4	-3.4
COc1ccc(C2SCC(=O)Nc3c2c(=O)[nH]n3C2CCCCCC2)cc1 (stereo not given)	26.3	-1.0	-1.8	i	-3.3	-3.3	-3.0	-4.0	8.5	5.2
CCOc1ccc(NC(=O)N2C[C@H]3C[C@@H](C2)c2cccc(=O)n2C3)cc1	31.8	-5.2	-3.2	i	-10.3	-4.6	0.3	-12.8	0.7	4.1
COc1ccc(-c2nn(CCC#N)cc2C(=O)NCc2ccccc2)cc1[N+](=O)[O-]	14.4	0.4	-1.6	i	-13.4	-2.6	-0.3	-1.6	-0.4	2.0
Cc1ccc(Cn2nnnc2CN2CCC(n3nnc4cc(C)ccc43)CC2)cc1	15.5	-6.9	2.3	i	23.7	1.8	0.2	6.8	-0.4	0.8
c1cc2c(cc1CCNC1CCCCCC1)OCO2	18.0	0.3	2.9	i	2.1	-2.6	-1.3	4.0	28.5	6.7
COc1ccc(C2c3c(nc(C)[nH]c3=O)Oc3c2c(=O)oc2ccccc32)cc1 (stereo not given)	10.9	0.1	-0.8	i	7.9	0.4	-2.6	·	-0.4	-1.6
CCOP(=O)(OCC)C(NC(=O)C(C)C)C(Cl)(Cl)Cl (stereo not given)	-2.9	2.0	1.6	i	2.9	-3.9	-1.5	-1.1	-8.1	0.2
Cc1ccc2c(c1)CNc1ccccc1O2	21.7	2.1	-3.3	i	27.2	21.3	1.1	0.8	0.9	6.2
O=c1c2ccccc2nc(-c2ccoc2)n1-c1ccccc1Cl	16.8	-1.9	-0.2	i	-1.9	-4.3	6.6	10.1	-3.0	6.9
CC(=NCCN(C)C)c1c(O)n(Cc2ccccc2)c(=O)[nH]c1=O	10.1	-5.2	-0.2	i	10.5	-4.5	2.4	-4.2	5.5	6.9
COc1ccc2[nH]c3c(c2c1)CCN[C@H]3C	18.8	0.7	-3.9	i	-18.8	-13.2	-0.2	-1.4	-4.7	6.0
Cc1ccc(N)c(C(=O)c2ccccc2)c1	-3.2	0.8	-3.8	·	21.1	13.5	-3.5	9.8	4.9	?
Cc1cccc(N2C(=O)/C(=C/c3ccc(CN(CCC#N)S(C)(=O)=O)o3)C(=O)NC2=S)c1	12.9	3.1	2.8	i	·	·	0.0	3.6	·	-1.9
Cc1ccc2nc3c(cc2c1)CC1(C(=O)N(C)C(=O)N(C)C1=O)C1CCCCN31 (stereo not given)	12.3	-4.1	0.2	i	81.2*	37.7	1.7	1.2	-7.7	-8.6
COc1ccc(C(=O)C2CCCN(Cc3cnc(C)s3)C2)cc1OC (stereo not given)	13.7	-2.0	1.1	i	-2.6	-2.0	-2.1	3.6	0.6	?
COC(=O)C1C2c3ccccc3OC1(C)N=c1s/c(=C/c3cnn(C)c3C)c(=O)n12 (stereo not given)	9.3	1.5	6.7	i	12.0	-3.9	-0.9	3.7	-5.0	0.5
O=c1cccc2n1CC1CC2CN(S(=O)(=O)c2ccc(F)cc2)C1 (stereo not given)	9.4	1.4	0.7	i	-6.4	0.7	-2.2	-4.2	-3.5	5.1
The list continues:
SMILES	AI-2 QS mod	GSK3B inh	HSP90 inh	PolyA inhibitor	HSF1 activator	HSF1 inh	GSK3 alpha inh	Dyrk1A ADPGlo	Platelet DG rel	HDAC3 inhib
Cc1ccc(C2SCC(=O)Nc3c2c(=O)[nH]n3C2CCOC(C)(C)C2)cc1 (stereo not given)	23.1	2.9	-5.1	i	-23.4	-2.1	-0.8	3.5	-5.7	-1.0
Cc1nn(Cc2ccccc2)c(Cl)c1C(=O)OCC(=O)NCC1CCCO1 (stereo not given)	-6.8	0.4	1.4	i	0.0	3.3	0.7	-1.0	3.1	1.2
CC(NCC#Cc1ccccc1)C(O)c1ccccc1 (stereo not given)	27.2	2.2	0.6	i	29.0	1.7	-5.3	-4.8	-12.3	8.9
CC(Cc1ccccc1Sc1ccccc1)N(C)C (stereo not given)	12.7	2.5	1.6	i	-4.1	-9.2	0.4	-1.2	5.8	-4.2
Cc1[nH]c2ccccc2c1C(=O)C(=O)N1CC2CC(C1)c1cccc(=O)n1C2 (stereo not given)	-8.8	0.0	-4.5	i	-2.0	-2.6	0.6	-7.3	1.4	0.1
CN(C)[C@@H]1C(=O)C(C(N)=O)=C(O)[C@@]2(O)C(=O)C3=C(O)c4c(O)ccc(Cl)c4[C@@](C)(O)[C@H]3C[C@@H]12	-111.0*	-5.5	-3.7	i	9.2	-4.1	3.4	17.8	0.9	0.6
O=C(O)c1ccccc1-c1ccc(C=C2C(=O)N(c3ccccc3)C(=S)N(c3ccccc3)C2=O)o1	-5.9	-4.5	2.0	i	14.0	13.5	-1.1	6.0	2.4	-2.0
CCN(CC)C(=O)Cn1cc(C=C2C(=O)N(C)C(=O)N(C)C2=O)c2ccccc21	23.2	-3.7	1.4	i	-1.6	-3.1	-2.5	0.7	-0.9	6.1
O=C(c1ccc2c(c1)OCO2)N1CCC2(CC1)OCCO2	6.7	2.1	0.1	i	-76.4	-68.1*	-3.2	1.7	1.8	-2.1
COc1ccc(NC2(C#N)CCCCC2)cc1	-2.0	-0.2	-2.7	i	38.3	4.0	-2.4	4.3	6.4	-3.4
CCCCn1c(O)c(C(C)=NCC2CCCO2)c(=O)[nH]c1=O (stereo not given)	4.7	-5.4	-0.4	i	4.8	6.4	1.8	1.0	-2.2	2.3
Cc1ccc(C2=NN(CCC(=O)N3CCC4(CC3)OCCO4)C(=O)CC2)cc1	6.5	-1.8	-6.0	i	-7.6	-5.5	-3.0	-2.8	-1.5	-6.5
CCC(COC(=O)NC)NC(=O)Oc1cccc(C)c1 (stereo not given)	11.9	-0.1	-0.4	i	-1.1	-1.2	-1.9	7.0	0.7	-1.7
COc1cccc(CN2CCNCC2)c1	7.6	0.8	-2.6	i	11.2	-13.8	-2.7	-3.2	2.6	-0.4
CCC(C)N1C(=O)NC(=O)C2(Cc3c(ccc4ccccc34)N(C)C2)C1=O (stereo not given)	17.2	-1.9	6.9	i	41.8	23.1	0.5	9.3	1.5	-1.7
CN1C(=O)C(C2(C#N)CCCCC2)C(=O)N(C)C1=O	16.6	-8.6	6.3	i	-18.1	3.2	-0.8	-0.8	0.4	0.3
NCCCN1CCN(c2ccccc2)CC1	19.8	0.4	2.9	i	1.7	-1.0	-1.2	-14.8	-0.5	·
CCn1c(O)c(/C(C)=N/N2CCCCC2c2cccnc2)c(=O)[nH]c1=S (stereo not given)	19.5	2.5	-2.3	i	-5.4	-2.2	0.9	2.7	-8.9	1.5
CC1C(c2cccs2)=[N+]([O-])C(C)(C(=O)c2cccs2)N1O (stereo not given)	28.2	-0.8	3.3	i	-0.1	10.2	-3.7	-2.7	19.1	9.7
CCC(=O)c1ccc(OC(=O)N(C)c2ccccc2)cc1	34.1	0.2	1.4	i	23.6	16.6	-0.3	-4.8	5.2	-2.1
CCOc1ccccc1-n1c(O)c(C=NCc2ccc3c(c2)OCO3)c(=O)[nH]c1=O	12.5	-5.7	5.0	i	-2.3	0.2	26.6	-3.6	13.8	1.3
FCCN(CCF)c1cccc(Cl)c1	15.8	-3.9	-0.2	i	-5.8	2.5	-0.6	·	6.2	-7.8
Cc1[nH]c2ccccc2c1/C=N/O	1.6	1.8	0.8	i	-9.8	-6.3	0.3	34.4	0.7	0.3
O=S(=O)(c1ccc(F)cc1)N1CN2CCN(C2)C1	3.8	-0.7	0.7	i	2.6	-5.9	6.1	·	-3.9	0.6
CC(C)(O)[C@H]1O[C@H]2CC[C@@]3(C)[C@@](O)(CC[C@H]4Cc5c([nH]c6ccccc56)[C@@]43C)C2=CC1=O	40.2	1.9	-8.4	i	2.2	6.0	-2.5	·	-1.1	-2.1
Additional results
SMILES	AI-2 QS mod	GSK3B inh	HSP90 inh	PolyA inhibitor	HSF1 activator	HSF1 inh	GSK3 alpha inh	Dyrk1A ADPGlo	Platelet DG rel	HDAC3 inhib
O=C1NC(=O)N(c2cccc(Cl)c2)C(=O)/C1=C\c1ccc(Sc2nc3ccccc3[nH]2)o1	3.3	4.5	-1.8	i	20.8	5.9	0.1	0.6	-1.0	·
COc1cc2c(cc1OC)-c1c(OC)c(OC)cc3c1[C@H](C2)N(C)CC3	2.7	-1.4	2.5	i	·	-4.5	-2.6	-15.7	2.5	-19.5
CC(=O)N1CCN(CCN=Cc2c(O)n(-c3ccc(F)cc3)c(=S)[nH]c2=O)CC1	-2.4	-1.5	3.8	i	1.8	-3.8	-1.6	·	-0.2	-8.0
CCC(C)n1c(O)c(C=Nc2cccc(C(F)(F)F)c2)c(=O)[nH]c1=S (stereo not given)	11.9	0.0	2.7	i	5.7	5.3	-0.3	1.0	3.7	11.5
COc1ccc(OC)c(CC(=O)O)c1	17.2	-2.1	1.1	i	-9.1	-7.8	2.1	-0.4	7.0	5.6
COc1cc2c(C(=O)O)c(C)n(C)c2cc1Br	28.3	-0.5	-6.9	i	16.2	-3.2	1.3	4.3	-1.1	-2.0
Cc1ccc(-n2c(C)nc3ccccc3c2=O)cc1C	4.2	-2.1	-1.0	i	15.6	-3.9	-2.6	-42.0	-4.5	-0.9
CCCS(=O)(=O)N1CCC(C(=O)N2CCC3(CC2)OCCO3)CC1	46.5	3.9	1.5	i	0.1	-4.7	1.0	-7.4	-1.7	-1.7

A portion of the library (hit frequency here may not be typical).
